GLS inh: blocks human kidney-isoform glutaminase activity; hit rate 0.21% among 410,000; GLS enzymatic activity, qHTS titration; AID 624170; Potency, µM (series often up to 45.5 µM), for inactives: top-dose activity change, negative = inhibition, actives largely listed as inhibitors; active means well fitted inhibition curve with a large enough effect; inconclusive means small, poorly fitted or top-dose-only effect, or another doubt; inactive means no such curve, though single readings can be large or run the other way; further: potency means the concentration at half of the fitted maximal effect
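Glutamate formation by hKGA was monitored fluorometrically using coupled glutamate oxidase, HRP and Amplex Red. Substrate was added as 1 mM L-glutamine solution; incubation was 30 min at RT after an initial read.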
PI4K2A inh: inhibitors of human PI4K2A. hit rate 0.13% among 420,000. purified PI4K2A, ADP-Glo luminescence, 1 h; active compounds read low. activity change, negative = inhibition, % at 76.9 µM. AID 1346378. Q9BTU6; in the data active means activity change below about -50%; inconclusive means mostly about -30% to -49%;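 further: -100% = wells without enzyme as full effect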
Target sequence (Q9BTU6 whole entry, looked up): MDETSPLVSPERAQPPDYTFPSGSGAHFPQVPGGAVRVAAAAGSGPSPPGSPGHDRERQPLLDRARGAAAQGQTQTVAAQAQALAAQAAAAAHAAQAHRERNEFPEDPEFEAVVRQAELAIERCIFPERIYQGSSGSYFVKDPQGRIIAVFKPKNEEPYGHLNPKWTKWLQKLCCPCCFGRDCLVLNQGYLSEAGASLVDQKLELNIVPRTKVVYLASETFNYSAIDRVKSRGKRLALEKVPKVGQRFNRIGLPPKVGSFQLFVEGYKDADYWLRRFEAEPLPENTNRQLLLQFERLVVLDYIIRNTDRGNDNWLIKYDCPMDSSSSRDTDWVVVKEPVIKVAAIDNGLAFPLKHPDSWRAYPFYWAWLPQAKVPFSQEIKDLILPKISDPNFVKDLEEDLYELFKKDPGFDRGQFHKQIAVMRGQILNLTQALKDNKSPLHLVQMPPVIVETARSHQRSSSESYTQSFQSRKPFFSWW
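In this quantitative HTS, ADP production by PI4K2A was quantified luminescently after 1 h at ambient temperature; 100 microM adenosine served as plate-quality control.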
The depositor's hits bear a star; ? = inconclusive; [ ] = remark or other dose. Unless noted, on the % scale 0 is the no-effect control and ±100 the full control effect. These rows are one share of the data; count on the stated rates, not on these rows.

SMILES	GLS inh	PI4K2A inh
COC(=O)c1ccc2nc(-c3cccc(Cl)c3)c(CC3CCCCC3)n2c1	0%	-11
O=c1ccc2cccc([N+](=O)[O-])c2[nH]1	9%	5
CCOC(=O)c1ccc(O)c(-n2cc3c(c2-c2ccccc2)c(=O)n(C)c(=O)n3C)c1	24%	0
CC1Cc2[nH]c(=S)[nH]c(=O)c2C(C)O1 (stereo unspecified)	-6%	-6
CCCNC(=O)c1cc(C2CCCCN2C(=O)CCc2ccccc2)on1 (stereo unspecified)	1%	-4
O=C(Nc1cccnc1)C1Cc2c(-c3cccc(F)c3)ccnc2O1 (stereo unspecified)	-7%	4
COc1ccc(C=C2Cc3ccccc3C2=O)cc1	13%	-21
COc1cc(C(O)c2nc(-c3cccc(NC(C)=O)c3)cs2)ccc1F (stereo unspecified)	2%	6
O=[N+]([O-])c1ccccc1S(=O)NCc1c(Cl)cccc1Cl (stereo unspecified)	-10%	3
COc1cccc(-c2cnc3c(NC(C)=O)cc(-c4ccc(C(=O)NC5CC5)cc4)cn23)c1	3%	-5
O=C(NC(c1ccc(-c2ccccc2)cc1)c1cnccn1)C1CCN(CCOc2ccc(F)cc2)CC1 (stereo unspecified)	-1%	-1
COC(=O)[C@@]1(Cc2ccc(F)cc2)[C@H]2c3cc(C(=O)N(C)C)n(CCc4c[nH]c5ccc(OC)cc45)c3C[C@H]2CN1C(=O)c1ccccc1	9%	-1
CCCS(=O)(=O)NC(=O)C1(C)CCN(C(=O)c2oc3ccccc3c2C)C1 (stereo unspecified)	11%	-5
OC[C@@H]1CN(Cc2ccc3c(c2)OCO3)C[C@H](n2cnc3c(NC4CCC4)ncnc32)O1	5%	-4
CC(C)n1c(=O)c2ccccc2n1Cc1cn(Cc2cccs2)nn1	4%	-1
O=C(NCC1CCOCC1)C1Cc2c(-c3ccccc3Oc3ccccc3)ccnc2O1 (stereo unspecified)	4%	0
OC(c1ccc2ccccc2c1)c1ncc(-c2ccc(C(F)(F)F)cc2)[nH]1 (stereo unspecified)	-2%	0
O=S1(=O)C[C@H](N2CC[C@@H](O)C2)[C@@H](COCc2ccccc2)N1	-1%	3
CN1OC[C@@H]2CN(S(=O)(=O)c3cc(Cl)cc(Cl)c3)[C@H](c3ccc(-c4ccc(C#N)cc4)cc3)C[C@@H]21	-5%	-3
CCc1nc2c(OCCOC)cccn2c1N(C)C(=O)c1ccc(C)cc1	-4%	2
O=C(c1[nH]c(C(F)(F)F)nc1-c1ccccc1)N1CCOCC1	6%	4
Cc1c(C(=O)NCc2cccc(C(F)(F)F)c2)sc(=O)n1Cc1cccc(F)c1	-20%	7
O=C(O)c1ccc(CN2C[C@@H](CO)O[C@@H](n3cnc4c(NCc5ccc(F)cc5)ncnc43)C2)cc1	10%	2
O=C(NC1CCCC1)C1c2ccccc2OCC(=O)N1CCCN1CCOCC1 (stereo unspecified)	7%	0
COC(=O)c1ccc2nc(C3CCCCC3)c(Cc3ccc(C)cc3)n2c1	-10%	-10
CS(=O)(=O)c1ccc(-c2csc(C(O)(c3ccccc3)C(F)(F)F)n2)cc1 (stereo unspecified)	-5%	0
Cn1c(=O)c2cc(NC(=O)Nc3cccnc3)ccc2n1Cc1ccc(Cl)cc1	2%	8
O=C1NC[C@@H](CCCCN2C[C@H](Cc3ccc(O)cc3)N(CC3CCCCC3)C(=O)C2=O)N(CCc2ccccc2)C1=O	-1%	2
CC1(c2nnnn2-c2ccc3c(c2)OCCO3)CCC(=O)N1CCc1ccccc1F (stereo unspecified)	7%	3
OC(c1cccc(Cl)c1)c1nc(-c2cc3ccccc3o2)cs1 (stereo unspecified)	0%	0
CCCC(=O)N1CCCC1(C)C(=O)NCc1ccc(F)cc1Cl (stereo unspecified)	1%	2
COC(=O)c1sccc1S(=O)(=O)Nc1ccc(C(O)(C(F)(F)F)C(F)(F)F)cc1	?	-3
CCC(=O)[C@@H](C)[C@@H](OC(C)=O)[C@H](C)C[C@@H](C)[C@H]1OC(=O)C[C@@]2(O)CC=C(C)C(O2)C(C)=CCCC[C@H](O[C@H]2C[C@@H](OC(N)=O)[C@H](OC(C)=O)[C@@H](C)O2)C=C[C@H](C)C[C@H]1C	-1%	-4
Cc1ccc2nc(-c3ccc(C#N)cc3)c(Cc3ccccn3)n2c1	6%	-6
C[C@H](NC(=O)c1nc[nH]c1C(=O)N(C)CCO)c1ccccc1	1%	0
Cc1cccnc1C(NC(=O)C1CCN(Cc2ccc(Cl)cc2)CC1)c1ccc(F)cc1 (stereo unspecified)	-6%	2
COc1ccc(C(C)=O)cc1Cn1c(C)c(C(=O)NCC(C)C)sc1=O	3%	2
C#CCN(CC(=O)OCC)S(=O)(=O)CCNC1CC1	19%	1
CN(C)C(=O)c1cccc(-c2cnc3sc(NCc4ccc5c(c4)OCO5)nn23)c1	10%	-2
C=C1C(=O)[C@]23C[C@H]1CCC2[C@]1(C)CCC[C@@](C)(C(=O)O)C1C[C@@H]3O (stereo partly specified)	13%	?
COc1ccc(-c2nc3c(C)cc(Br)cn3c2Cc2cccc(Cl)c2)cc1OC	15%	-15
CC(C)(C)c1ccc(C(=O)N2CCC2(C)C(=O)NS(=O)(=O)c2ccc(C#N)cc2)cc1 (stereo unspecified)	3%	-12
CCCCN(C=O)c1c(CC)nc2c(OCCOc3ccccc3)cccn12	1%	1
O=[N+]([O-])c1ccc(NN=CC2CCCCCC2)c([N+](=O)[O-])c1	-19%	9
Cn1c2c(c(=O)n(C)c1=O)CS(=O)c1ccccc1N2 (stereo unspecified)	40%[activator]	-1
COCCNc1ncnc2c1ncn2[C@H]1CN(Cc2cc(OC)c(OC)c(OC)c2)C[C@@H](CO)O1	5%	2
N#CC1C(=O)NC(=O)C(C#N)C12CCCC2 (stereo unspecified)	0%	-7
NC(CCc1ccccc1)c1csc(NC(=O)Nc2cccc(Cl)c2)n1 (stereo unspecified)	10%	2
O=C(Nc1nnc([C@H]2C[C@H](O)[C@@H](CO)O2)s1)Nc1ccc(F)cc1F	2%	-3
OC(c1ccccc1)c1ncc(-c2ccc(Oc3ccccc3)cc2)[nH]1 (stereo unspecified)	-9%	-3
CCNC(=O)C1(C)CCCN(C(=O)c2oc3ccccc3c2C)C1 (stereo unspecified)	1%	-1
OC[C@@H]1CN(Cc2ccc(F)cc2)C[C@H](n2cnc3c(N4CCOCC4)ncnc32)O1	-1%	-5
COc1ccccc1CNc1nc(NCc2cccs2)nc2ccsc12	6%	1
COC(=O)C1(C(=O)OC)CCCCN(S(=O)(=O)c2ccc(C)cc2)CCC1	-1%	-1
O=C(Nc1ccccc1Cl)c1cc(C2CCCCN2C(=O)OCCF)on1 (stereo unspecified)	-5%	2
CCCCN(C)c1c(C)nc2ccc(C(=O)N3CCN(C(C)=O)CC3)cn12	28%	-3
O=C(NCc1cccnc1)c1cc(C2CCCCN2C(=O)c2ccccc2)on1 (stereo unspecified)	-4%	0
CCCCNC(=O)C1(C)CCC(=O)N1CCOc1ccccc1 (stereo unspecified)	-3%	0
CCNC(=O)C1CCCN(C(=O)c2ccc(F)c(Cl)c2)CC1 (stereo unspecified)	3%	-3
CC(=O)Oc1ccccc1Cn1c(C)c(C(=O)NCc2ccc(Cl)c(Cl)c2)sc1=O	15%	0

In the list so far, 3 contain two or more sulfur atoms:
SMILES	GLS inh	PI4K2A inh
CS(=O)(=O)c1ccc(-c2csc(C(O)(c3ccccc3)C(F)(F)F)n2)cc1 (stereo unspecified)	-5%	0
COC(=O)c1sccc1S(=O)(=O)Nc1ccc(C(O)(C(F)(F)F)C(F)(F)F)cc1	?	-3
COc1ccccc1CNc1nc(NCc2cccs2)nc2ccsc12	6%	1

Exported with values under each structure: part of the list above
Fields: GLS inh | PI4K2A inh
COC(=O)C1(C(=O)OC)CCCCN(S(=O)(=O)c2ccc(C)cc2)CCC1
  -1% | -1
O=C(Nc1ccccc1Cl)c1cc(C2CCCCN2C(=O)OCCF)on1 (stereo unspecified)
  -5% | 2

An excerpt from further up:
SMILES	GLS inh	PI4K2A inh
CCCCN(C)c1c(C)nc2ccc(C(=O)N3CCN(C(C)=O)CC3)cn12	28%	-3
O=C(NCc1cccnc1)c1cc(C2CCCCN2C(=O)c2ccccc2)on1 (stereo unspecified)	-4%	0
CCCCNC(=O)C1(C)CCC(=O)N1CCOc1ccccc1 (stereo unspecified)	-3%	0
CCNC(=O)C1CCCN(C(=O)c2ccc(F)c(Cl)c2)CC1 (stereo unspecified)	3%	-3
CC(=O)Oc1ccccc1Cn1c(C)c(C(=O)NCc2ccc(Cl)c(Cl)c2)sc1=O	15%	0

The results go on.
SMILES	GLS inh	PI4K2A inh
O=C(Nc1ccc2c(c1)OCCO2)C(c1ccnc2ccccc12)N1CCN(c2ccc(C(F)(F)F)cn2)CC1 (stereo unspecified)	2%	-3
Cn1ccc2c(N3CCCCC3)cc3c(c21)C1CCC3O1 (stereo unspecified)	72%[activator]	-2
CCCN(CCc1cccs1)[C@H]1CCc2c(O)cccc2C1	21%	-1
CCCc1c(-c2ccccc2F)ncn1Cc1ccccc1OC	1%	2
O=C(OCc1ccccc1)c1ccc(O)cc1	17%	-1
COCCNc1nc(Nc2ccc(F)cc2)c2sccc2n1	3%	-4
Cc1cccc(C)c1-n1nnnc1C(c1ccnc2ccccc12)N1CCN(c2ccccc2F)CC1 (stereo unspecified)	0%	-4
COc1ccc(NC(=O)C2Cc3c(-c4ccc(Cl)cc4)ccnc3O2)cc1OC (stereo unspecified)	-2%	5
COc1ccc(CN2C(=O)c3ccccc3C2(C)c2nc3ccccc3[nH]2)cc1 (stereo unspecified)	0%	-2
CC1(C(=O)NS(=O)(=O)C2CC2)CCCN(C(=O)C2(c3ccc(Cl)cc3)CCCC2)C1 (stereo unspecified)	-7%	-7
O=C(/C=C/[C@H]1O[C@@H](n2ccc(=O)[nH]c2=O)[C@H](O)[C@@H]1O)N[C@@H](Cc1ccccc1)C(=O)O	-7%	-2
CCN(CC)C(=O)c1cccc(-c2csc(C(C)(O)c3cccc(F)c3)n2)c1 (stereo unspecified)	7%	3
O=c1ccc2nc3ccccc3sc-2c1	13%	-19
COc1cccc(Cn2c3ccc(NC(=O)CCc4ccc(F)cc4)cc3c(=O)n2C)c1	2%	-1
COc1cccc(N(C)C(=S)Oc2ccc3c(c2)CCCC3)n1	-4%	2
CCN(CC)c1ncnc2c1ncn2[C@H]1CN(Cc2ccccc2)C[C@@H](CO)O1	2%	1
Cn1c(Nc2ccc(F)cc2)nc2cc(-c3ccsc3)sc2c1=O	-2%	-2
CCOc1ccccc1-c1cncc(NC)n1	4%	1
OC[C@@H]1CN(Cc2ccc(Cl)cc2)C[C@H](n2cnc3c(NCc4ccncc4)ncnc32)O1	0%	-1
CC(=O)Nc1cccc(-c2ccnc3c2CC(C)(C(=O)NCc2ccccc2)O3)c1 (stereo unspecified)	1%	-7
COc1cc(CNc2ncnc3c2ncn3[C@H]2CN(Cc3cc(OC)c(OC)c(OC)c3)C[C@@H](CO)O2)cc(OC)c1OC	0%	6
Cc1noc(C)c1-c1ccc(C(=O)NCc2ccc(Cl)cc2)c2occc12	2%	3
CC1(C(=O)NS(=O)(=O)Cc2ccccc2C(F)(F)F)CCN1C(=O)c1ccccc1 (stereo unspecified)	0%	-1
CCCS(=O)(=O)NC(=O)C1(C)CCN(C(=O)Cc2ccc3ccccc3c2)C1 (stereo unspecified)	10%	3
O=C(/C=C/c1ccccc1)OCc1ccccc1	0%	-18
CC1=C(C(=O)N(C(C)C)C(C)C)CC(CC(=O)NC2CCCCC2)C(=O)N1Cc1ccc(F)cc1 (stereo unspecified)	1%	-2
CCNC(=O)C1CCCN(C(=O)c2ccc3ccccc3c2)CC1 (stereo unspecified)	5%	6
O=C(NC(c1ccc(Cl)cc1)c1cccnc1)C1CCN(CCOc2ccc(Cl)cc2Cl)CC1 (stereo unspecified)	-7%	-7
CCCCn1nnnc1C(c1ccccc1)N1CCN(c2ncccn2)CC1 (stereo unspecified)	2%	1
COC(=O)c1ccc2nc(C3CCCCC3)c(Cc3cccc(F)c3)n2c1	2%	-9
CCOc1ccc(CCN2C(=O)C(=O)N([C@@H](CC(C)C)CN3CCC[C@H]3CN3C(=O)C(=O)NC[C@@H]3Cc3ccccc3)C[C@@H]2CC(C)C)cc1	9%	1
COc1ccc(-c2ccc(C(=O)NC3CCCCC3)c3occc23)c(C)c1	-5%	0
CCOC(=O)Cc1ccc(Nc2nc3cc(-c4sccc4C)sc3c(=O)n2C)cc1	7%	-2
CN(C)c1ccc(-c2ccnc3c2CC(C)(C(=O)Nc2ccc(F)c(Cl)c2)O3)cc1 (stereo unspecified)	4%	-6
COC(=O)[C@]12CCCCC=C1N(Cc1ccc(Cl)cc1Cl)C(=O)[C@H](CC(=O)N1CCN(C(=O)c3ccco3)CC1)C2	-2%	4
CC1(C(=O)NS(=O)(=O)c2cccc(OC(F)F)c2)CCN1C(=O)c1ccccc1CCc1ccccc1 (stereo unspecified)	3%	-11
COCCNC(=O)C1(C)CCCN(C(=O)c2ccc(F)c(Cl)c2)C1 (stereo unspecified)	-5%	-1
CC(=O)c1ccc(-c2c(CCO)sc3ccccc23)cc1	4%	-8
CC1(C)OC(=O)C2=C(C[C@@H](C3CC3)O[C@H]2c2ccc(Cl)cc2)O1	5%	-4
COc1ccccc1-c1cccc(-c2nc(C(=O)Nc3nccs3)cc3c2[C@@H](CCO)N(C(C)=O)C3)c1	-20%	4
